# Source: PubChem BioAssay (several laboratories)
# M4 ag: CHRM4 agonism in calcium assay | CHO-K1 hM4/Gqi5, Fluo-8 calcium fluorescence; vehicle 0%, full acetylcholine response 100% | activation, % at 3 µM | actives 0.14% (n = 360,000) | AID 624127;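 active = activation above the run mean over all test wells plus 3 SD, cut at about 32% in these data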;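 also: peak over basal fluorescence ratio per well then scaled between controls; 0% = DMSO wells and 100% = acetylcholine at EC100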
# Target sequence (P08173 whole entry, looked up): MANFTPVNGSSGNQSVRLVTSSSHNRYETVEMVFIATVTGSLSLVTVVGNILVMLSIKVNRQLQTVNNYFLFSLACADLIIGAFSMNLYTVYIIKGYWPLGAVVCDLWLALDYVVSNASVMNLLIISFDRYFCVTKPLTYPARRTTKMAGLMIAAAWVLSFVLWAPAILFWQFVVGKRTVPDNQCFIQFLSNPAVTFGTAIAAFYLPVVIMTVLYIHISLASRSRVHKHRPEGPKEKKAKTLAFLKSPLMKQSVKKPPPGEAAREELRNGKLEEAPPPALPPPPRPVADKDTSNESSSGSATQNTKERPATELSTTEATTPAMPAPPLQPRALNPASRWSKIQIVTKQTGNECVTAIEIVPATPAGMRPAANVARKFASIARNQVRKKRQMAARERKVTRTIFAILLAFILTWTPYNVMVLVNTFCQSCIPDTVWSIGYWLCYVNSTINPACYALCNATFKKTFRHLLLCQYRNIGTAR
# CHRM5 agonist: agonists of human muscarinic M5 receptor (CHRM5); P08912; actives 0.19% (n = 360,000); CHO-K1 hM5 cells, Fluo-8 calcium fluorescence; 0% DMSO wells, 100% maximal acetylcholine response; AID 624037; activation, % at 3 µM;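 active = activation above the run's mean over test compounds plus 3 SD, cut at about 23% in these data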;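 also: signal is peak over basal fluorescence ratio across the kinetic read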
# CHRM4 antagonist: blocks acetylcholine activation of human M4 receptor; P08173; CHO-hM4 cells, ACh EC80, Fluo-8 calcium fluorescence; inhibition, % at 3 µM; actives 0.73% (n = 360,000); AID 624125;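 active = inhibition above its plate's cutoff, the mean inhibition of sample wells plus 3 SD, cut at about 27% in these data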;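 also: 0% = acetylcholine EC80 with DMSO and 100% = DMSO without agonist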
# M4 PAM: potentiates acetylcholine response at human M4 receptor; P08173; CHO-K1 hM4/Gqi5, Fluo-8 calcium fluorescence, ACh EC20; 0% = ACh EC20, 100% = maximal ACh; actives 0.4% (n = 360,000); activation, % at 3 µM;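 active = activation above its plate's cutoff, the mean activation of sample wells plus 3 SD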; also: some results filed as inactive read as strong as hits
# CRFBP-R2 agonist: agonists of human CRF-binding protein/CRF-R2 receptor complex; activation, % at 13.2 µM; AID 588473; actives 0.46% (n = 350,000); HEK293 CRF-R2/CRF-BP, calcium dye fluorescence (FLIPR); percent of saturating CRF peptide response;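 active = activation of at least 50%, plus an integration ratio under a set limit after plate pattern correction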;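 also: plate controls were neutral control wells without compound for no effect and CRF at EC100 for full effect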
# CRFBP-R2 block: blocks CRF-induced signaling of the CRF-BP/CRF-R2 complex. HEK293 CRF-R2/CRF-BP, CRF-induced calcium fluorescence. actives 0.59% (n = 350,000). AID 588475. inhibition, % at 11.8 µM;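 active = inhibition of the ligand-induced calcium signal above about 50% at the single tested concentration, limit read from the data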
# M1 PAM: human CHRM1 positive allosteric modulation. CHO-K1 hM1, Fluo-8 calcium fluorescence, ACh EC20; 0% = ACh EC20, 100% = maximal ACh. activation, % at 3 µM. actives 0.088% (n = 360,000); in the data active = activation above about 19%, passing the limit was not always enough
# Target sequence (P11229 whole entry, looked up): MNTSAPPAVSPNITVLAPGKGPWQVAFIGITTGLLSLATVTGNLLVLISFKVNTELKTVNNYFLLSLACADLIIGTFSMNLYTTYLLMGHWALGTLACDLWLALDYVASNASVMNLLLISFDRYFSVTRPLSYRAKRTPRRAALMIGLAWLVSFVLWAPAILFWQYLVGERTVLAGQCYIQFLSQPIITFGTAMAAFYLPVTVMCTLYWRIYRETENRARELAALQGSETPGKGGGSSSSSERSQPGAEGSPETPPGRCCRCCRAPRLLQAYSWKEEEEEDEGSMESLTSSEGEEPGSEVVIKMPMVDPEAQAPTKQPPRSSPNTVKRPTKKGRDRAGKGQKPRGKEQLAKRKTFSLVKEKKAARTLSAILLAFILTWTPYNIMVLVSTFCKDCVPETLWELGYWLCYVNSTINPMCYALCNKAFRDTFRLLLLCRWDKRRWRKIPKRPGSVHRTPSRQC
# M5 PAM: positive allosteric modulators of human muscarinic M5 receptor; P08912; CHO-K1 hM5, Fluo-8 calcium, ACh EC20 PAM; 0% = ACh EC20, 100% = ACh EC100; activation, % at 3 µM; actives 0.3% (n = 360,000); AID 624038;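 active = activation above the run cutoff, the mean activation of all test compounds plus 3 SD, cut at about 18% in these data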
#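 Assay system – human M5 receptor in CHO-K1 cells · Read-out – % activation, ACh-normalized · Technique – Fluo-8 calcium fluorescence · Dosing – single-point, 3 µM nominal · Incubation – Fluo-8 loading 80 min at 37 °C plus 30 min room temperature · Repeats – singlicate, one well per test compound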
# M5 antag: antagonists of human muscarinic M5 receptor (CHRM5) | AID 624040 | actives 0.59% (n = 360,000) | P08912 | CHO-hM5 cells, Fluo-8 calcium fluorescence, ACh EC80 | inhibition, % at 3 µM;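 active = inhibition above a per-plate cutoff, the mean of that plate's test compounds plus 3 SD, cut at about 27% in these data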;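 also: 0% = acetylcholine EC80 with DMSO and 100% = DMSO without agonist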
# * = called active by the depositor; . = not tested or not shown.
canonical_smiles	M4 ag	CHRM5 agonist	CHRM4 antagonist	M4 PAM	CRFBP-R2 agonist	CRFBP-R2 block	M1 PAM	M5 PAM	M5 antag
O=C(CC(=O)NC1CCCCC1)N/N=C/c1ccc(Cl)cc1	0.6	1.0	7.3	2.0	-1.1	-0.7	6.9	8.1	-0.6
C=C(C)C(=O)Oc1ccc(N2C(=O)[C@@H]3C4C=CC(C4)[C@@H]3C2=O)cc1	0.6	-5.0	-6.0	-2.7	-0.7	60.8*	13.2	1.9	4.2
O=C(Nc1cc(C(F)(F)F)ccc1F)C1CCC1	0.5	-3.7	2.1	-1.1	-0.2	2.8	5.8	-3.7	-13.1
COC(=O)c1ccc(NC(=O)CCn2c(=O)oc3ccccc32)cc1	3.2	0.1	-4.0	-1.8	-0.6	-11.8	4.0	-3.3	0.8
C=C(Cl)COC(=O)[C@H]1C2C=CC(C2)C1C(=O)O (stereo not given in full)	0.8	-5.6	-6.3	3.6	-2.6	-2.3	7.6	2.3	-5.3
OC(COCC1COc2ccccc2O1)CN1CCc2ccccc2C1 (stereo not given)	1.9	-6.1	-0.8	4.1	-0.5	-33.9	-1.5	-2.5	-4.4
O=C(COCC(=O)N1CCOCC1)N1CCOCC1	1.0	0.0	0.7	3.0	0.5	9.0	1.6	-1.2	-1.4
O=C(NCCN1CCCCC1)Nc1ccc(F)cc1	0.4	0.6	-1.3	0.5	2.5	-1.8	10.3	-1.6	-11.0
CCc1ccc(CNC(=O)c2ccc3nc(C4CCCCC4)oc3c2)nc1	1.7	-2.2	2.4	-3.6	.	.	-3.1	-6.1	4.7
Cc1cccc(C(=O)N2CCC(=O)N([C@H](COCc3ccc(Cl)cc3)Cc3ccccc3)CC2)c1	6.2	0.5	-13.2	-1.4	.	.	.	-9.7	6.1
O=C(NC1CCOc2ccccc21)C1CCCC1 (stereo not given)	1.3	-4.0	8.6	3.5	-1.1	5.2	7.4	11.7	-6.4
O=C(Cn1nc(-c2ccc(Cl)cc2)c2ccccc2c1=O)NCC1CCCO1 (stereo not given)	-1.0	-0.6	-9.4	2.4	3.0	6.6	11.2	6.6	-8.3
CC(c1ccco1)N(C(=O)c1cccc(Br)c1)c1ccccn1 (stereo not given)	1.6	-5.7	-24.6	6.3	-1.1	-3.2	6.8	-0.1	2.3
Cc1cccc(NC(=O)CSc2nnc(CCNC(=O)OC(C)(C)C)o2)c1C	1.4	1.5	-9.3	-13.3	-1.3	-0.2	12.1	6.9	1.3
Cc1cc(=O)oc(C)c1C(=O)NNC(=O)C1(C)CC1Br (stereo not given)	0.5	3.5	-4.9	-2.2	-0.8	-1.7	11.7	3.8	-4.4
Cc1ccc(C)c(S(=O)(=O)NNC(=O)c2sc(NS(=O)(=O)c3ccccc3)nc2C)c1	0.3	-2.2	0.0	4.1	1.1	-6.2	11.9	6.4	-11.9
O=C(O)CCCN1C(=O)/C(=C/c2ccncc2)SC1=S	0.0	-0.7	1.6	17.6	-1.6	1.2	-2.3	-2.0	6.1
Cc1cc(C(=O)COC(=O)c2cccc(S(=O)(=O)N(C)C)c2)c(C)n1CC1CCCO1 (stereo not given)	11.5	1.9	-2.6	1.0	-0.7	13.1	0.8	-10.4	8.8
Cc1c(C(C)(C)C)s/c(=N/S(=O)(=O)c2ccccc2)n1C	0.7	3.1	-6.9	-1.7	0.3	-7.7	2.9	0.7	5.6
COc1cc(/C=C/C(=O)O[C@H]2[C@H](O[C@@H]3O[C@@H](C)[C@H](O)[C@@H](O)[C@H]3O)[C@@H](O)[C@H](OCCc3ccc(O)c(OC)c3)O[C@@H]2CO)ccc1O	0.5	3.0	-8.0	9.9	0.8	2.7	4.4	8.5	-7.3
O=C1C=C(c2ccc3c(c2)OCCO3)C[C@@H](c2ccc(F)cc2)C1	5.1	1.3	-0.8	-0.3	-1.3	-2.2	6.7	-2.8	3.8
CC(C)(C)OC(=O)N(CCc1ccccc1)Cc1ccccc1OCc1cccc(NC(=O)C2CCCC2)c1	1.3	-1.3	-27.5	2.0	1.6	25.2	-0.6	-1.5	-3.9
CN(C)CCCN(C(=O)c1ccc(C(=O)c2ccccc2)cc1)c1nc2cc3c(cc2s1)OCCO3	12.1	-6.3	-11.4	1.8	3.7	-5.4	-9.7	-5.0	28.3*
CCOC(=O)C1=C(C)NC(=O)NC1c1ccc(NC(C)=O)cc1 (stereo not given)	0.4	0.4	2.9	-0.3	9.4	-12.0	8.5	-6.5	3.4
COc1cc2ncnc(NCc3ccccc3)c2cc1OC	1.8	-3.5	-0.4	2.0	2.8	-21.3	-6.3	-4.0	11.5
C=CCN1C(=O)C(O)(CC(=O)c2ccc(Cl)cc2)c2ccccc21 (stereo not given)	1.3	-1.5	-9.7	12.0	-1.4	-21.4	3.7	12.2	-6.5
CCCCN1C(=O)N(c2ccc(Cl)cc2)C(C)(O)CC1(C)C (stereo not given)	-0.8	-3.9	-1.0	0.1	0.6	-0.5	7.4	3.3	4.4
COc1ccc(C(=O)NN2C(=O)C3CCC(C)(C2=O)C3(C)C)cc1 (stereo not given)	0.8	-1.9	3.8	12.5	-0.9	-0.6	5.2	-6.5	6.0
CC1(C(=O)Nc2cccc(Oc3ccccc3)c2)CCN1Cc1ccccc1Cl (stereo not given)	0.6	-0.6	4.4	-0.7	.	.	1.8	-3.2	-2.1
Cc1ccc2nc(C)cc(Cl)c2c1	1.0	-0.2	4.9	3.1	-2.5	10.3	4.2	1.1	-2.0
CCc1ccc(/C=C2/Sc3ccccc3N(CC(=O)NCC3CCCO3)C2=O)cc1 (stereo not given)	9.3	-2.3	4.5	-4.9	0.2	-11.3	-1.5	-4.8	5.5
O=C(CSc1nc(-c2ccco2)cc(C(F)(F)F)n1)NC1CCCC1	6.5	2.1	5.2	-3.2	9.4	0.6	-2.0	-8.5	7.6
CCN1CCN(c2ccc(NC(=O)c3ccc(Cl)c(N4CCCC4=O)c3)cc2)CC1	-0.3	-9.7	-4.0	-10.1	-1.1	2.9	-20.4	-4.0	11.9
COC(=O)COc1ccc(NC(=O)Cn2nc(-c3ccccc3)c3ccccc3c2=O)cc1	1.1	1.6	-8.7	4.9	-0.6	12.2	13.7	-3.6	7.2
CCn1c(=O)c(=O)[nH]c2c(=O)oc3ccc(S(=O)(=O)Nc4ccc(OC)cc4)cc3c21	1.0	-1.5	-20.1	6.0	-1.2	1.7	10.0	3.8	3.4
CCc1ccc2nc(N(CCCN(C)C)C(=O)c3ccc(S(=O)(=O)N4CCCC4)cc3)sc2c1	6.4	-6.2	26.1	-17.6	0.8	-1.6	-19.5	-17.7	26.7
Cc1cc(C(=O)Nc2ccccc2N2CCCCC2)no1	-0.2	4.2	-17.9	7.1	1.8	-16.3	1.3	-4.9	5.2
O=C(c1cccc(S(=O)(=O)N2CCCC2)c1)c1nnc(-c2ccncc2)o1	2.3	3.5	0.5	-3.1	-0.9	-9.6	2.6	-1.9	3.1
Cc1ccccc1CN1C(=O)c2ccccc2Sc2ccc(C(=O)NCCCN3CCOCC3)cc21	4.3	-8.6	-1.8	-0.6	3.7	-24.5	9.6	-7.2	-10.8
NS(=O)(=O)c1ccc(N2C(=O)C(=O)/C(=C(/O)c3ccccc3)C2c2ccc(Cl)cc2)cc1 (stereo not given)	-0.6	2.9	9.6	14.1	2.9	-13.8	12.6	3.9	9.1
COc1ccc(S(=O)CC(=O)Nc2ccc(Cl)cc2Cl)cc1 (stereo not given)	0.8	0.3	2.6	1.6	-7.6	9.7	9.7	-2.1	5.7
COc1ccc(CCNC(=O)COC(=O)c2ccc[nH]c2=O)cc1	1.0	-2.4	-20.7	11.3	-1.5	-7.0	6.8	-3.9	-7.9
CCOC(=O)c1nnc2c(Br)c(-c3ccccc3)nn2c1C	1.2	-2.3	-3.2	-0.3	-0.2	-3.0	6.3	-7.9	5.3
CCN1C(=O)[C@H]2[C@H]3CN=C(SCc4ccccc4)N3[C@@](C)(C(=O)OC)[C@H]2C1=O	0.0	1.5	9.9	-1.3	-1.5	6.0	2.3	-5.0	14.2
Cc1cc(Cl)cc(C)c1OCCn1ccnc1	3.6	-7.5	-7.2	1.9	-2.1	11.1	-10.0	-1.4	0.9
CCC(=O)Nc1ccc(C(=O)NNC(=O)CCCCC(=O)NNC(=O)c2ccc(NC(=O)CC)cc2)cc1	-0.2	0.7	-16.0	2.5	0.0	11.6	10.1	-4.1	4.9
CCCCc1ccc(NC(=S)NN2CCOCC2)cc1	1.5	-2.1	0.9	1.2	-1.8	15.3	10.8	0.0	8.8
CCOCCCNC(=O)Cn1nc(Cc2ccncc2)c2ccccc2c1=O	-0.6	-2.8	-7.4	5.5	-0.4	1.6	12.4	0.0	-1.7
CC1CCN(CCCn2c(=S)[nH]c3c(sc4ccc([N+](=O)[O-])cc43)c2=O)CC1	-1.3	-1.8	-8.5	1.6	-4.5	2.0	2.3	4.9	10.0
CCN(CC)CCCNc1nc(-n2nc(C)cc2C)nc2sc3c(c12)CC(C)(C)OC3	1.6	-17.3	1.9	-0.4	-1.1	14.8	2.6	3.4	3.4
COc1cccc(-c2nn(-c3ccccc3)cc2CNC(C)Cn2cncn2)c1 (stereo not given)	4.4	-2.4	-3.5	-3.2	-1.8	-6.0	5.4	-4.9	5.8
CCOc1cc(/C=C2/N=C(c3ccc4c(c3)OCO4)OC2=O)ccc1OC(C)=O	-0.2	1.3	-1.1	6.8	0.3	3.5	5.0	-3.8	4.3
OCCNc1nc(N2CCCC2)nc(N2CCCC2)n1	0.3	-0.7	-0.1	9.6	-0.1	-4.7	-3.7	-2.1	-1.9
O=C(O)CCC(=O)N1N=C(c2ccco2)CC1c1cccs1 (stereo not given)	-0.1	0.6	7.6	-4.9	-1.9	21.9	14.9	0.1	3.1
Cc1ccc(Cl)cc1NC(=O)Cn1cc(C(F)(F)F)cc(Cl)c1=O	0.5	-3.0	-14.7	14.8	-2.7	1.0	6.8	6.2	4.1
CC1CCN(CCC(=O)N2CCCc3c2c(=O)oc2ccc(O)cc32)CC1	-0.3	-2.4	16.2	-8.1	0.3	3.4	-1.8	4.1	2.9
CCOC(=O)c1sc(=S)n(-c2ccccc2)c1NC(C)=O	1.1	0.6	-1.6	2.5	-1.4	-1.4	17.0	1.9	0.2
COc1cccc(-c2cnc(C(O)c3ccc(SC)cc3)[nH]2)c1 (stereo not given)	6.0	2.4	-1.2	-7.5	.	.	-3.4	-9.8	10.6

# 3 entries drawn at random from the list so far, as already listed:
canonical_smiles	M4 ag	CHRM5 agonist	CHRM4 antagonist	M4 PAM	CRFBP-R2 agonist	CRFBP-R2 block	M1 PAM	M5 PAM	M5 antag
Cc1ccc(Cl)cc1NC(=O)Cn1cc(C(F)(F)F)cc(Cl)c1=O	0.5	-3.0	-14.7	14.8	-2.7	1.0	6.8	6.2	4.1
O=C(O)CCC(=O)N1N=C(c2ccco2)CC1c1cccs1 (stereo not given)	-0.1	0.6	7.6	-4.9	-1.9	21.9	14.9	0.1	3.1
CCOCCCNC(=O)Cn1nc(Cc2ccncc2)c2ccccc2c1=O	-0.6	-2.8	-7.4	5.5	-0.4	1.6	12.4	0.0	-1.7
